PP5 inh – PP5 (human) phosphatase inhibition | 320,000 compounds, 0.18% hits | inhibition, % at 6.7 µM | P53041 | AID 1987 | purified PP5c, OMFP substrate fluorescence;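 active = inhibition above the campaign's mean inhibition across all tested compounds plus 3 SD, cut at about 9.5% in these data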;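 note: 0% = DMSO only and 100% = 100 µM cantharidin control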
TPT1 inh – inhibitors of Candida albicans tRNA 2'-phosphotransferase TPT1; recombinant caTPT1, FP RNA substrate dephosphorylation; 300,000 compounds, 0.81% hits; inhibition, % at 5 µM;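 active = inhibition above the mean of all tested compounds plus 3 SD, set per screening campaign, cut at about 24% in these data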;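 note: plate controls were DMSO alone for no effect and ferristatin control at 100 nM for full effect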
core dimer inh – blocks dimerization of HCV core protein; TR-FRET GST/Flag-core106 dimerization, 1536-well; inhibition, % at 5 µM; 300,000 compounds, 0.33% hits; AID 1899;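 active = inhibition above the mean of all tested compounds plus 3 SD, set per screening campaign, cut at about 45% in these data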
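test system = GST/Flag-tagged HCV core106 proteins | probe or stimulus = Eu donor and XL665 acceptor anti-tag antibodies | times = compound-protein-antibody incubation 4 h at 22.5 °C | signal = TR-FRET, excitation 340 nm, emission 617 and 671 nm | measure = percent inhibition of core106 dimerization signal | controls = wells lacking GST-core106 and wells with excess unlabelled core106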
PP1 counter – counter-screen for PP5 inhibitors: inhibitors of human PP1-alpha; P62136; purified PP1alpha, OMFP fluorescence; inhibition, % at 6.7 µM; 320,000 compounds, 0.9% hits;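 active = inhibition above the mean inhibition of all tested compounds plus 3 SD, computed separately for each screening campaign, cut at about 15% in these data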
Target sequence (P62136 whole entry, looked up): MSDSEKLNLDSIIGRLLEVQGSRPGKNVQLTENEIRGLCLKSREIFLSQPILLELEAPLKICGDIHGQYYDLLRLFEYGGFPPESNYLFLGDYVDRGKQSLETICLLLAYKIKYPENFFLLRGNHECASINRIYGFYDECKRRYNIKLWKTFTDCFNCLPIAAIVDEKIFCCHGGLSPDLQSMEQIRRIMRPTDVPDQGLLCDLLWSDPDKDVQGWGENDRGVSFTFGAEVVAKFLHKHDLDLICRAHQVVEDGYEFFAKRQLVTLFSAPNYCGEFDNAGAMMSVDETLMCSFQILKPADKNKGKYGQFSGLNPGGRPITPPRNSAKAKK
PREPL inh – inhibitors of human prolyl oligopeptidase-like enzyme PREPL. Q4J6C6. recombinant PREPL, fluorescence polarization activity-based probe. inhibition, % at 5.96 µM. 320,000 compounds, 0.68% hits. AID 2751; in the data active = inhibition above about 43%;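 note: 0% = enzyme with DMSO and 100% = wells lacking enzyme; many of its hits are not listed in these tables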
Target sequence (Q4J6C6 whole entry, looked up): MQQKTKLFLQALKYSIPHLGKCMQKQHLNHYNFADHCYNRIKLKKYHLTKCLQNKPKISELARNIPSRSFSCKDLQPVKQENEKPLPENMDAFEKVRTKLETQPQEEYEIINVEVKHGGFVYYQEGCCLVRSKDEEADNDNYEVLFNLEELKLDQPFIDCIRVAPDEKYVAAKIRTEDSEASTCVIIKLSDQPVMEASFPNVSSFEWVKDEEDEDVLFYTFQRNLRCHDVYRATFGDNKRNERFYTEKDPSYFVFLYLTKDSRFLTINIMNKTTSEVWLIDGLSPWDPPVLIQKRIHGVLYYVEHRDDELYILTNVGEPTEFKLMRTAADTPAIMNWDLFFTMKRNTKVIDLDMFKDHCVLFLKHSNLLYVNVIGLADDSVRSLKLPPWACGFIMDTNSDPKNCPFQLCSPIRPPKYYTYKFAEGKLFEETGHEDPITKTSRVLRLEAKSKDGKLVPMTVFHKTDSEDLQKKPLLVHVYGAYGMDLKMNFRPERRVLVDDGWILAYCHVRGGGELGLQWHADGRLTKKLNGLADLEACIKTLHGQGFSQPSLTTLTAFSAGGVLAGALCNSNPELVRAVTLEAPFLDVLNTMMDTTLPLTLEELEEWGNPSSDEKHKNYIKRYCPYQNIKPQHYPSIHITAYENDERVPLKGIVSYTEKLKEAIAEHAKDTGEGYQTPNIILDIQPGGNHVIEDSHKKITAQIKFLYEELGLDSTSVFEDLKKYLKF
JMJD2C inh – blocks human GASC-1 demethylase activity. GST-JMJD2C(1-420) H3K9me3 demethylation, DELFIA europium. 330,000 compounds, 0.069% hits. inhibition, % at 2.35 µM;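 active = more than half of a compound's replicate wells show inhibition beyond 50%, single wells judged on their own value; inconclusive = some, but no more than half, of replicates pass 50% inhibition; inactive = no replicate passes 50% inhibition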;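 note: signal counts dimethyl H3K9 product captured on neutravidin plate; 0% = median of DMSO wells and 100% = 0.3 times that DMSO median; strong numbers were not always called active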
Fh CTSL1 inh – cathepsin L1 inhibition, PFM18AAP counter-screen; recombinant F. hepatica cathepsin L1, Z-Leu-Arg-MCA fluorescence; 300,000 compounds, 0.49% hits; inhibition, % at 5.96 µM;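 active = inhibition above the mean of all tested compounds plus 3 SD, set per screening campaign, cut at about 17% in these data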;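 note: 0% = plate median of test compound wells and 100% = 1 µM Z-Phe-Ala-diazomethylketone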
Efflux pump mplx – inhibitors of Candida antifungal efflux pumps expressed in yeast. inhibition, % at 10 µM. 330,000 compounds, 0.44% hits. AID 485275. S. cerevisiae Candida pump triplex, Nile Red efflux;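 active = plate passing quality check with inhibition over a set limit, or well fluorescence over plate mean plus 4 SD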;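 note: Nile Red retained in pooled yeast measured as flow cytometry median fluorescence; 0% = buffer negative control and 100% = Enniatin B positive control; higher means more Nile Red kept so more efflux inhibition; some compounds called inactive have numbers as strong as hits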
LYPLA2 counter – counter-screen for PME1 inhibitors: inhibitors of human LYPLA2; recombinant LYPLA2, FP-Rh probe fluorescence polarization; inhibition, % at 5.9 µM; 320,000 compounds, 0.38% hits; AID 2177;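 active = inhibition above the screen-wide mean plus 3 SD, limit set per campaign, cut at about 26% in these data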;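 note: 0% = LYPLA2 with DMSO and 100% = wells lacking LYPLA2 enzyme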
Numbers without * were called inactive; u = inconclusive; x = no result given. The list is partial (hit frequency here may not be typical).

SMILES	PP5 inh	TPT1 inh	core dimer inh	PP1 counter	PREPL inh	JMJD2C inh	Fh CTSL1 inh	Efflux pump mplx	LYPLA2 counter
CCOC(=O)c1c(C)[nH]c(C)c1C(=O)COC(=O)c1sccc1C	3.1	x	x	-1	15	3	x	0.1	-7
COc1cc(NC(=O)c2ccc3c(c2)OCO3)ccc1NC(=O)c1ccco1	2.6	-2	0	3	4	-8	2	0.0	-2
Cc1n[nH]c(=S)n1Cc1ccccc1	-5.2	-3	-4	2	9	8	3	-0.2	2
NC(=O)CSc1nc2cc(Cl)ccc2c(=O)n1C1CCCCC1	-0.5	0	-3	-4	-6	-1	3	-0.1	2
Cc1cc(=O)[nH]c(SCC(=O)OCc2ccccc2)c1C#N	-0.5	1	2	6	-3	-2	-5	0.0	-3
Cc1ccc(S(=O)(=O)N/N=C/c2ccccc2O)cc1[N+](=O)[O-]	0.2	-3	-3	-3	-6	15	-4	0.2	5
CC(C)C(=O)Nc1ccc(-c2csc(-c3ccccc3)n2)cc1	-1.4	-2	-6	0	3	-3	1	-0.2	-4
CCN1CCN(c2oc(COc3ccc(Cl)cc3)nc2C#N)CC1	1.4	-1	5	-4	11	-6	1	0.2	8
CC(C(=O)OCC(=O)c1ccccc1)N1C(=O)c2ccccc2C1=O (configuration not stated)	-0.2	-2	1	-3	5	0	-3	-0.1	-2
CC(C)(C)OC(=O)NNc1c2ccccc2nc2ccccc12	4.5	-1	-45	-2	1	16	-1	0.6	13
COc1ccc(/C=N/NC(=O)Cn2nc(C)c([N+](=O)[O-])c2C)cc1	-1.8	-3	-7	-2	26	1	8	0.0	4
C=CCNC(=O)c1ccc2c(c1)N(CC)C(=O)c1ccccc1S2	1.8	-2	4	-3	2	-26	5	0.0	4
COc1cccc(OC)c1C(=O)NC(=S)Nc1ccc(N2CCOCC2)c(Cl)c1	1.3	-4	8	3	8	-6	3	-0.1	-1
CC(C)(C)C1CCc2c(sc3ncn(N)c(=N)c23)C1 (configuration not stated)	1.0	3	-1	-1	5	-20	5	0.0	4
CN(CC(=O)Nc1ccccc1C(F)(F)F)C(=O)CSc1nc(N)cc(N)n1	-0.7	x	x	2	-5	-7	x	0.3	-5
C[C@@H](NC(=O)c1nc[nH]c1C(=O)OCc1ccccc1)c1ccccc1	2.4	x	x	4	-7	-3	x	0.1	1
C/C(=C\c1ccc(Cl)cc1)C(=O)c1c(C)cc(C)[nH]c1=O	-2.2	-2	-2	-1	-2	-4	4	-0.1	-4
CNC(=O)c1c(C)nc(SCC(=O)NCc2ccc(OC)cc2)c(C#N)c1-c1ccco1	0.4	0	5	-5	-19	-2	-1	0.0	10
CN(Cc1ccco1)C(=O)CCc1nc2sc3c(c2c(=O)[nH]1)CCCC3	-0.3	2	15	-5	13	-4	1	0.1	-2
COc1cc(Cn2c(N)c(C#N)c3nc4ccccc4nc32)cc(OC)c1	6.1	4	3	18*	12	1	0	0.5	1
O=C(NCc1ccc(F)cc1)C1CCCN(c2cnccn2)C1 (configuration not stated)	1.9	-1	-4	7	8	-21	-1	0.2	8
COc1ccccc1C(C)NC(=O)CN(C)CC(=O)Nc1c(C)cccc1C (configuration not stated)	1.0	x	x	0	6	-1	x	0.1	-1
Cc1sc(NC(=O)CN2CCOCC2)c(C#N)c1C	-2.9	-5	-5	-7	14	5	-1	-0.1	0
Clc1ccccc1-c1nc(-c2ccccc2)n[nH]1	3.5	0	-3	2	12	3	-4	0.0	2
CCOC(=O)N/N=C\c1ccc(-c2cccc(C(F)(F)F)c2)o1	2.0	-3	-1	4	5	-9	-3	0.2	7
CCOc1cc(CNC(C)(C)C)ccc1OCC(=O)Nc1cccc(C(F)(F)F)c1	4.7	-1	-5	-4	24	u	-7	0.6	-6
COc1ccccc1N1CCN(C2CCN(C(=O)c3cccs3)CC2)CC1	2.2	-1	2	0	0	1	-5	0.1	2
CC(O)Cn1ccccc1=N (configuration not stated)	0.1	-4	-3	-2	0	0	-1	-0.1	8
CCCN1CCN(CCCNC(=O)c2cc3c(=O)n(C)c4ccccc4c3n2C)CC1	4.8	0	0	-16	-11	-9	-6	0.2	-2
COCCn1nnnc1C(c1ccccc1)N1CCN(C(=O)c2ccco2)CC1 (configuration not stated)	2.1	0	-14	1	-6	40	-6	0.1	1
CCOC(=O)Cc1nnc(NC(=O)CSc2nnc3c4ccccc4n(C(C)C)c3n2)s1	-2.2	-3	13	4	-79	-5	9	-0.2	-1
Cc1ccc(NC(=O)C2CC(O)CN2C(=O)Oc2ccccc2)c(C)c1 (configuration not stated)	-0.5	-6	6	-1	-4	2	-5	-0.1	-1
CC(C(=O)NCCc1ccc(S(N)(=O)=O)cc1)N1C(=O)CC(C)(C)Sc2ccccc21 (configuration not stated)	-0.4	5	0	-5	9	4	3	0.1	-7
Cc1ccc(CSc2nnc([C@@H]3CCCN3C(=O)OC(C)(C)C)o2)cc1	-0.2	-4	-2	-3	26	11	-1	0.0	6
O=C(c1ccccc1F)N1CCCC(c2ccccc2)C1 (configuration not stated)	2.5	-1	-1	1	-6	4	-1	0.3	-3
Cc1cc(=O)[nH]c(N/N=C/c2ccco2)n1	-0.5	-3	0	-4	0	-3	-1	0.2	6
CCOC(=O)Nc1ccc(Oc2ccccc2)cc1	0.4	0	4	-2	-6	-1	2	0.1	1
CCOC(=O)c1cnn(-c2ncnc3sc(CC)cc23)c1N	1.9	0	4	-3	-3	4	1	0.0	-6
O=C(COc1ccccc1)N(Cc1ccco1)c1ccc(O)cc1	-0.5	0	0	-3	-5	9	2	0.0	-4
CCOC(CNc1ncnc2c1cnn2C)OCC	2.2	3	-12	4	13	-10	-4	0.1	4
COc1ccccc1CNC(=O)C1CCN(C(=O)N(C)C)CC1	2.9	0	-1	-4	1	7	-1	0.9	2
C/C(=N\NC(=O)c1cc(C)[nH]n1)c1ccc(-c2ccccc2)cc1	2.7	0	4	7	-43	9	2	0.1	5
Cc1onc(-c2c(F)cccc2Cl)c1C(=O)Nc1nccs1	-0.4	2	1	-1	2	-174	-3	0.0	-7
O=C(Nc1cccc(S(=O)(=O)C(F)F)c1)c1ccc(S(=O)(=O)N2CCOCC2)cc1	2.5	-3	-4	5	2	-3	3	-0.1	-6
O=C(CCc1ccccc1)NNC(=O)COc1ccc(Br)cc1	-0.3	2	8	5	-4	19	-7	-0.1	3
Clc1cc(Cl)cc(CSc2nnc(-c3sccc3-n3cccc3)o2)c1	1.8	3	5	2	-9	0	1	-0.1	4
O=C(Cn1cc([N+](=O)[O-])cn1)NCc1ccco1	-0.4	2	3	-2	-2	0	0	0.0	4
COc1cccc(O)c1CN1CCCC(C(=O)c2cccc(C(F)(F)F)c2)C1 (configuration not stated)	0.8	3	3	-1	-9	-5	4	-0.1	0
CCn1c(SCC(=O)Nc2ccc(NC(C)=O)cc2)nc2c1c(=O)n(C)c(=O)n2C	1.4	4	-6	-3	5	0	0	0.0	4
O=C(COC(=O)C1CCC1)Nc1ccc(OC(F)F)cc1	1.9	-2	4	-5	14	13	-29	0.3	-2
COCCSc1ccccc1C(=O)Nc1cccnc1	-1.9	-3	-3	-3	1	-2	5	-0.2	-2
COc1cc(/C=N/NS(=O)(=O)c2ccc3ccccc3c2)ccc1OCc1ccc(C(=O)O)cc1	-0.3	0	9	4	-46	-11	1	-0.1	-2
COc1ccc(-c2c(C)nn(-c3ccccc3)c2N)cc1OC	4.3	5	-9	-8	8	-11	-2	0.1	3
Cc1occc1C(=O)NNS(=O)(=O)c1ccc(Cl)cc1	2.1	0	3	-3	-3	-4	0	0.0	7
CC(=O)c1c(O)cc(C)n(-c2ccc(F)cc2)c1=O	3.5	-1	0	2	-1	6	-1	-0.1	-1
CC12CCC(O)CC1=CCC1C2CCC2(C)C1CCC21CCC(=O)O1 (configuration not stated)	4.3	-3	-2	-2	10	13	0	-0.2	3
CC(=O)Nc1ccc(NC(=O)C(C)OC(=O)c2cc(S(=O)(=O)N3CCOCC3)ccc2Cl)cc1 (configuration not stated)	-2.7	-3	-7	3	16	0	8	-0.1	3
COCCCNC(=O)c1ccc2c(c1)nc(C)n2-c1cccc(C)c1	-0.8	-4	5	3	-10	6	0	0.1	-6
CCN(CC)S(=O)(=O)c1cccc(NC(=O)CSc2nnc(N)s2)c1	0.3	2	0	1	-6	2	-1	0.0	-4
O=[N+]([O-])c1cccc(-c2nc(-c3ccccc3)no2)c1	0.7	-5	4	-2	14	-5	-5	-0.1	6

Next section.
SMILES	PP5 inh	TPT1 inh	core dimer inh	PP1 counter	PREPL inh	JMJD2C inh	Fh CTSL1 inh	Efflux pump mplx	LYPLA2 counter
N#Cc1ccc(Cl)cc1NC(=O)CNCc1cccs1	3.4	1	-8	-4	7	-10	-1	3.9	-5
CCCCn1nnc(NC(=O)c2ccc(-c3cccc(Cl)c3)o2)n1	1.0	0	2	-1	1	-2	1	0.0	-4
Cc1cc(C)c2c(n1)nn1c(N3CCN(c4ccccc4C)CC3)cc(C)nc21	1.3	-7	5	2	22	10	2	0.1	4
CCc1nnc(NC(=O)CSCc2cc(=O)n3ccsc3n2)s1	0.7	0	-6	3	3	-1	2	0.1	-6
Cc1ccc(OCC(=O)NNC(=O)c2ccccc2OCc2c(C)noc2C)cc1	-1.4	0	-6	0	14	13	-11	0.0	6
COc1ccc(NC(=O)c2cc([N+](=O)[O-])ccc2O)cc1	-1.2	1	-1	-1	1	14	3	-0.1	0
CC1(C)CC(=O)C=C(NCCN2CCNCC2)C1	3.3	2	-4	0	13	6	-1	0.3	-8
COc1ccc(-c2nnc(SCC(=O)N3CCCc4ccccc43)o2)cc1OC	-0.1	-8	0	-1	3	-8	2	-0.1	-2
COc1ccc(S(=O)(=O)N2CCCOC2CNC(=O)C(=O)NCCc2ccco2)cc1 (configuration not stated)	0.8	1	8	-1	-2	1	0	-2.2	11
COc1ccc(N(CC(=O)NC2CCCCC2)C(=O)CNC(=O)c2cccs2)cc1	-0.4	3	6	-6	-1	-6	1	-0.2	-6
CCC(CC)C(=O)c1c[nH]c(C(=O)NCc2ccncc2)c1	-3.5	-1	0	-3	18	19	-4	0.2	1
Fc1cccc(NC(=S)NCC(c2cccnc2)N2CCOCC2)c1 (configuration not stated)	0.3	2	-3	-1	12	5	-3	0.0	-2
CCc1nc2oc3cc(OC)ccc3c(=O)c2c(=O)n1Cc1ccco1	1.0	0	12	1	-1	2	2	0.0	-8
COc1ccc(OC)c(C2SCCN2S(=O)(=O)c2cccc(C(F)(F)F)c2)c1 (configuration not stated)	3.0	2	0	1	-1	2	3	0.0	1
Cc1ccccc1C(=O)c1cn[nH]c1-c1ccccc1O	1.0	-1	6	-3	-1	9	-2	-0.2	1

Two compounds from above, limited to LYPLA2 counter and PP1 counter:
| structure | LYPLA2 counter | PP1 counter |
| --- | --- | --- |
| CC1(C)CC(=O)C=C(NCCN2CCNCC2)C1 | -8 | 0 |
| COc1ccc(-c2nnc(SCC(=O)N3CCCc4ccccc43)o2)cc1OC | -2 | -1 |

Some values from the list.
`CC12CCC(O)CC1=CCC1C2CCC2(C)C1CCC21CCC(=O)O1` (configuration not stated) in Fh CTSL1 inh: 0
`CCOC(=O)Nc1ccc(Oc2ccccc2)cc1` in LYPLA2 counter: 1
`Cc1cc(=O)[nH]c(N/N=C/c2ccco2)n1` in TPT1 inh: -3

Screening results: PubChem BioAssay, several laboratories
